# Bioassay records (PubChem)
# TTR transcr act: TTR transcription activators in neuroblastoma reporter cells, primary screen, cell-based, luminescence, SH-SY5Y, TTR promoter Gaussia luciferase. AID 1117267, 2014. 1.3% of 92,000 active. 100% = recombinant luciferase protein wells. activation, % at 16.7 µM;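 active = activation above the mean of all tested compounds plus 3 SD, cut at about 9.5% in these data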;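 also: cells exposed to compounds for one day before reading; 0% = median of all test compound wells on the plate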
# An asterisk follows results filed as active. A portion of the library. The share of hits here may be higher or lower than overall.
# Sample of the layout:
SMILES,TTR transcr act
CC[N+]1(CC)CC2=Cc3c(ccc4ccccc34)C(C)C2C1 (stereo not drawn),1.9
CC(C)COC(=O)NCCOC(=O)Nc1cccc(Cl)c1,-0.8
O=C(OCC(=O)N1c2ccccc2Sc2ccccc21)C1CC(=O)N(Cc2ccco2)C1 (stereo not drawn),-2.9
CCN(CC)C(=O)C1CC(c2ccc(OC)cc2)=NO1 (stereo not drawn),1.6
COc1ccc(-c2nc3nc(C)cc(C)n3n2)cc1,-0.9
COc1ccccc1NC(=O)CCc1nc(-c2ccccc2F)no1,-0.1
C[C@@H](CO)NC(=O)[C@H]1O[C@@H](n2ccc(=O)[nH]c2=O)[C@H](O)[C@@H]1O,2.9
CCCc1c(C)[nH]c2ccccc2c1=O,3.6
Cn1c(SCC(=O)NCc2ccccc2)ncc(C(=O)Nc2ccccc2)c1=O,-1.0
C[C@@H]1CN([C@@H](C)CO)C(=O)CCCn2nncc2CO[C@H]1CN(C)Cc1ccccc1C(F)(F)F,-1.6
CNC(=S)N/N=C/c1c(C)nn(-c2cccc(Cl)c2)c1Cl,-1.0
Cc1cccc(C)c1Nc1nnc(SCC(=O)NCc2ccco2)s1,1.0
Cc1cc(O)c(C(C)C)cc1NC(=O)Cn1nc(C)c2ccccc2c1=O,-1.7
N#Cc1cccc(S(=O)(=O)NCC(=O)OCC(=O)c2ccc[nH]2)c1,1.4
COc1ccc(CC(NC(C)=O)C(=O)NC2CCN(C(=O)c3ccncc3)CC2)cc1OC (stereo not drawn),-0.7
CC(=O)Nc1cccc(NC(=O)C2C3C=CC(C3)C2C(=O)O)c1 (stereo not drawn),-1.3
O=C(Nc1ccc(N2CCN(C(=O)c3ccco3)CC2)cc1)c1ccccc1,1.1
COc1ccc(NC(=O)Nc2ccccc2F)c([N+](=O)[O-])c1,-1.4

# This part in full, from the start:
SMILES,TTR transcr act
CC[N+]1(CC)CC2=Cc3c(ccc4ccccc34)C(C)C2C1 (stereo not drawn),1.9
CC(C)COC(=O)NCCOC(=O)Nc1cccc(Cl)c1,-0.8
O=C(OCC(=O)N1c2ccccc2Sc2ccccc21)C1CC(=O)N(Cc2ccco2)C1 (stereo not drawn),-2.9
CCN(CC)C(=O)C1CC(c2ccc(OC)cc2)=NO1 (stereo not drawn),1.6
COc1ccc(-c2nc3nc(C)cc(C)n3n2)cc1,-0.9
COc1ccccc1NC(=O)CCc1nc(-c2ccccc2F)no1,-0.1
C[C@@H](CO)NC(=O)[C@H]1O[C@@H](n2ccc(=O)[nH]c2=O)[C@H](O)[C@@H]1O,2.9
CCCc1c(C)[nH]c2ccccc2c1=O,3.6
Cn1c(SCC(=O)NCc2ccccc2)ncc(C(=O)Nc2ccccc2)c1=O,-1.0
C[C@@H]1CN([C@@H](C)CO)C(=O)CCCn2nncc2CO[C@H]1CN(C)Cc1ccccc1C(F)(F)F,-1.6
CNC(=S)N/N=C/c1c(C)nn(-c2cccc(Cl)c2)c1Cl,-1.0
Cc1cccc(C)c1Nc1nnc(SCC(=O)NCc2ccco2)s1,1.0
Cc1cc(O)c(C(C)C)cc1NC(=O)Cn1nc(C)c2ccccc2c1=O,-1.7
N#Cc1cccc(S(=O)(=O)NCC(=O)OCC(=O)c2ccc[nH]2)c1,1.4
COc1ccc(CC(NC(C)=O)C(=O)NC2CCN(C(=O)c3ccncc3)CC2)cc1OC (stereo not drawn),-0.7
CC(=O)Nc1cccc(NC(=O)C2C3C=CC(C3)C2C(=O)O)c1 (stereo not drawn),-1.3
O=C(Nc1ccc(N2CCN(C(=O)c3ccco3)CC2)cc1)c1ccccc1,1.1
COc1ccc(NC(=O)Nc2ccccc2F)c([N+](=O)[O-])c1,-1.4
O=S(=O)(c1ccccc1)N1CCN(Cc2cccc(Br)c2)CC1,-0.4
NC(=O)C1(N2CCCC2)CCN(Cc2ccccc2)CC1,-0.1
O=C(O)/C=C/C(=O)Nc1ccc(OCc2ccccc2)cc1,0.6
CCN(CCO)c1ccc(N=Nc2cc(C)[nH]n2)cc1,-2.1
CC(=O)N1CN(C2CCS(=O)(=O)C2)Cc2c1sc1c2CCCC1 (stereo not drawn),-0.4
N#Cc1nc(/C=C/c2ccccc2)oc1NCCCN1CCOCC1,-2.2
O=C(O)C1CCCCC1C(=O)NCCc1ccc(F)cc1 (stereo not drawn),0.2
COc1ccc(S(=O)(=O)Nc2cccc(-n3cnnn3)c2)cc1,-0.5
CC(=O)Nc1ccc(NC(=O)C(C)OC(=O)CCCOc2ccc(Cl)c(C)c2)cc1 (stereo not drawn),-1.1
O=C(c1ccc2nccnc2c1)N1CCN(Cc2ccc3c(c2)OCO3)CC1,0.5
c1csc(CNc2ncnc3nc[nH]c23)c1,-2.2
CC[C@H](C)[C@H](NC(N)=O)C(=O)NCCc1ccc(OC)c(OC)c1,-1.3
CC(C)c1nc(SCC(=O)NC(=O)NC(C)(C)C)n[nH]1,-0.5
CCCC(=O)c1ccc2c(c1)OCCO2,0.6
C[N+]1([O-])[C@@H]2Cc3cc4c(cc3[C@@H]1Cc1cc3c(cc12)OCO3)OCO4 (stereo partly drawn),-2.4
O=C1CC(N2CCN(Cc3ccccc3)CC2)C(=O)N1CCc1ccccc1 (stereo not drawn),0.9
O=C(COc1ccc(Br)cc1)N(Cc1cccs1)C1CCS(=O)(=O)C1 (stereo not drawn),1.4
CNS(=O)(=O)c1ccc(Oc2ccc(S(=O)(=O)NC)cc2)cc1,-5.2
CC(C)(C)NC(=S)N/N=C/c1c(Cl)cccc1Cl,-1.9
COc1cccc(-c2noc(C3CCCN(C(=O)CC(C)(C)C)C3)n2)c1 (stereo not drawn),-2.7
COc1cccc(-c2cc3nc4c(c(N5CCC6(CC5)OCCO6)n3n2)CCCC4)c1,-1.0
CCN1C(=O)C(CC(=O)Nc2ccc(F)cc2)N(Cc2ccco2)C1=S (stereo not drawn),-1.4
COC(=O)[C@@]12C[C@@H](CC(=O)N3CCN(C(=O)c4ccco4)CC3)C(=O)N(Cc3ccco3)C1=CCC(C)(C)C2,5.5
Cc1cccc2cc(C#N)c(NCCNC(=O)c3ccccc3)nc12,-0.1
Cc1ccc(OC(=O)COc2ccccc2)c(-n2nc3ccccc3n2)c1,-5.1
COc1ccc(-c2csc3ncn(CC(=O)N4CCOCC4)c(=O)c23)cc1,0.9
CC(C)Nc1nnc(SCC(=O)c2c[nH]c3ccccc23)s1,6.3
CC1S/C(=N/N=C/c2ccco2)N(Cc2ccc(F)cc2)C1=O (stereo not drawn),1.4
CC(C)(C)c1ccc(-c2noc(-c3ccno3)n2)cc1,3.7
COc1ccccc1C1C(C#N)=C(N)Oc2c1c(-c1ccccc1)nn2-c1ccccc1 (stereo not drawn),-1.7
O=C(Nc1ccccc1)C1=C[C@@H](c2coc3ccccc3c2=O)C[C@@H](OCc2ccc(CO)cc2)O1,4.4
CNC(=S)NNC(=O)c1ccc(C(C)(C)C)cc1,-0.2
CC(C)Cn1c(SCC(=O)N2CCCc3ccccc32)nc2ccccc2c1=O,-1.5
Cc1ccc(OCC(=O)N/N=C/c2cn(C)c3ccccc23)cc1,0.3
CC(=O)Nc1c(C(=O)O)ccc(C)c1OCc1ccccc1,-1.6
COc1ccc(N2CCN(C(=O)C(=O)c3ccc(F)cc3)CC2)cc1,-1.5
COc1ccc(CN2C(=O)C(C)S/C2=N/N=C/c2ccco2)cc1 (stereo not drawn),-2.6
Cc1nnc(NC(=O)c2c(-c3ccccc3Cl)noc2C)s1,0.8
CC(C)=CCC[C@H](C)C[C@@H]1CC2=C(C(=O)OC(C)(C)O2)[C@H](c2ccc(F)cc2)O1,-0.6
COC(=O)c1c(C)[nH]c(C=O)c1-c1ccccc1,-0.4
C[C@H](NC(=O)c1nc[nH]c1C(=O)N1CCN(C(=O)OC(C)(C)C)CC1)C(=O)OCc1ccccc1,-0.8
OCCCNc1ncnc2scc(-c3ccc(Cl)cc3)c12,-1.4
# Next records follow:
SMILES,TTR transcr act
COc1ccccc1C1CCN(Cc2ccc(Cl)c(Cl)c2)CC1,0.4
O=C(CSc1ccsc1[N+](=O)[O-])N1CCN(c2ccccn2)CC1,2.4
COCCCNC(=O)C(Cc1ccccc1)NS(=O)(=O)c1ccc2c(c1)c(=O)n(C)c(=O)n2C (stereo not drawn),7.1
O=C(Nc1cccnc1Cl)c1noc2c1CCc1ccccc1-2,0.0
O=C(N/N=C/C=C\c1ccc([N+](=O)[O-])cc1)c1cccnc1,3.2
CC(C)=CCCC(C)CN(C)CCc1ccccn1 (stereo not drawn),-2.5
CCC(=N\NC(=O)COc1ccccc1OC)/C(CC)=N/NC(=O)COc1ccccc1OC,-0.2
CC1(C)Cc2nc3scc(NC(=O)c4ccccc4)c3cc2CO1,7.9
O=[N+]([O-])c1ccc2[nH]c(O)c(N=NC(=S)Nc3cccnc3)c2c1,1.4
O=C(Cc1cn2ccsc2n1)NCCc1ccc(F)cc1,8.3
CCOc1ccc(/C=N/NC(=O)Cc2cccs2)cc1,-0.2
CC(=O)c1ccc(OCCCC(=O)OCC(=O)Nc2c(C)nn(-c3ccccc3)c2C)cc1,0.9
COc1ccc(C(=O)c2c3ccccc3[n+]([O-])n2CCCN)cc1,-2.4
Cc1ccccc1OCC(=O)O/N=C(\N)c1ccncc1,-0.2
CC(C)=NNC(=O)C1=NNC(=O)C1,6.5
O=C(Nc1ccc2nc3n(c(=O)c2c1)CCCCC3)c1ccccn1,-0.8
C/C(=N\NC(=O)c1ccc2c(c1)OCO2)c1cccnc1,-0.4
CCOC(=O)c1c(C)n(CC(O)CN(C)C)c2cc(Br)c(OC)cc12 (stereo not drawn),-1.7
COc1ccc(/C=N/NC(=O)C2C3CCCCC32)cc1OC (stereo not drawn),-2.3
COc1ccc(CNC(=O)COC(=O)c2n[nH]c3ccccc23)cc1,-0.2
COc1cc2c3nnc(-c4ccc(F)cc4)c-3cn(Cc3ccccc3)c2cc1OC,0.9
CCC(C)[C@H](NC(=O)N1CCCCC1)C(=O)OC (stereo partly drawn),0.1
Cc1ccc(NC(=O)CSCC#N)cc1,0.6
COc1ccc(CNC(=O)N2[C@H]3CC[C@@H]2C=C(c2ccc(F)cc2OCc2ccccc2)C3)cc1OC,2.3
COc1ccc(Cc2nc3ccc(C(=O)N4CCCC4)cc3o2)cc1,-1.1
CN(CC(=O)Nc1ccc(Cl)c(Cl)c1)CC(=O)Nc1ccc2c(c1)OCO2,1.2
FC(F)(F)Oc1ccccc1C(c1nnnn1Cc1ccccc1)N1CCN(C/C=C/c2ccccc2)CC1 (stereo not drawn),-2.1
COc1ccc(-c2cc(-c3ccccc3)c(C#N)c(=S)[nH]2)cc1,-0.4
Cc1cnc(C(=O)OCC(=O)c2ccc(C)s2)cn1,0.6
CCC(C(=O)N1CCN(C(=O)c2ccco2)CC1)c1ccccc1 (stereo not drawn),1.4
O=C1NC2=C(C(=O)CCC2)C(c2ccc([N+](=O)[O-])cc2)N1 (stereo not drawn),1.6
C[C@H]1CCC[C@]2(CC(=O)c3cc(F)ccc3O2)C1,2.1
Cn1cc(CN2CCCC(CO)C2)c(-c2ccc(Oc3ccccc3)cc2)n1 (stereo not drawn),11.1*
COc1ccc(-c2noc3c2-c2nc(C(C)C)sc2CC3)cc1,4.4
CCC(=O)Nc1ccccc1C(=O)C(=O)Nc1ccccc1,2.4
COc1ccccc1S(=O)(=O)N(C)C[C@H]1OCc2cnnn2CCCC(=O)N([C@@H](C)CO)C[C@H]1C,0.0
NC(=O)C1CCN(C(=O)CSc2nc3c(c(-c4ccccc4)n2)CCCC3)CC1,0.3
COc1ccc(OC)c(CN2C(=O)CCC2(C)c2nnnn2Cc2ccccc2)c1 (stereo not drawn),2.5
[O-]/C(=C(\C(=S)Nc1ccc(SC(F)F)cc1)[n+]1ccccc1)c1cc(Cl)ccc1Cl,22.3*
CCOC(=O)c1cc2c(c(CCO)n1)[C@H](CCO)N(S(=O)(=O)C(C)(C)C)C2,-1.0
COc1ccc(OC)c(N(CC(=O)N2CCCCC2)S(=O)(=O)c2ccc(OC)c(OC)c2)c1,0.2
CC(C)COc1ccc(-c2csc(N3CCC(C(N)=O)CC3)n2)cc1,-3.7
CCc1ccccc1NS(=O)(=O)Cc1ccccc1,1.3
N#Cc1cnn2cc(-c3ncc(C(F)(F)F)cc3Cl)cnc12,0.7
CCc1ccc(NC(=O)c2ccc3c(c2)C(=O)N(Cc2ccco2)C3=O)cc1,-0.8
O=C(COc1ccc(Cl)cc1)N1CCN(c2ncccn2)CC1,5.4
COc1ccc(OC)c(NC(=O)Cn2c(=O)n(CC3CCCO3)c(=O)c3cc(OC)c(OC)cc32)c1 (stereo not drawn),0.6
O=C(NC1CCN(Cc2ccccc2)CC1)c1cccc(NS(=O)(=O)c2ccc(Br)cc2)c1,8.6
N#C/C(C(=O)NCc1ccccc1)=C1/SC(Cc2ccc(Cl)cc2)C(=O)N1c1ccccc1 (stereo not drawn),-2.0
COCC(C)OC(=O)/C(C#N)=C\c1coc2ccc(C)cc2c1=O (stereo not drawn),0.1
Cc1ccccc1NC(=O)Cc1nc(CSc2nnc(-c3ccc4c(c3)OCO4)o2)cs1,0.2
CN(C)c1ccc(C(=O)N/N=C/c2ccccn2)cc1,1.4
CN(C)C(=O)c1nc2ccc(Cl)cn2c1CN1CCN(c2ncccn2)CC1,1.1
O=C(NNC(=O)c1ccc(Cl)cc1Cl)c1ccncc1,2.4
CC(=O)N1Cc2ccccc2CC1C(=O)O (stereo not drawn),0.0
CCN(CC(=O)Nc1cc(S(=O)(=O)N2CCCCC2)ccc1Cl)Cc1ccccc1,-2.7
Cc1cc(C(F)(F)F)nc(SCCN2CCOCC2)c1C#N,-0.7
O=C(NCc1ccco1)O[C@@H]1CC[C@@]23CCCN2C(=O)CCC[C@H]3C1,-0.1
CC(C)CNC(=O)c1ccccc1NC(=O)CCSc1ccccc1,-0.8
COc1cc2sc3ccc(-c4ccc(CN5CCOCC5)cc4)cc3c(=O)c2cc1OC,0.1
# Additional entries follow:
SMILES,TTR transcr act
CC1CC(C)CN(CCCNC(=O)Cn2ncn3cccc3c2=O)C1 (stereo not drawn),0.4
CCn1c(=O)c([N+](=O)[O-])c(NCCc2ccc(OC)c(OC)c2)c2ccccc21,-1.5
CC(C)[C@H](NC(=O)c1ccccc1F)C(=O)OCCN1C(=O)c2ccccc2C1=O,0.9
CCNC(=S)NNC(=O)c1cc(C)nc2ccccc12,-0.2
CC1CC(C)CN(c2ncc3c(n2)CC(c2ccc(Cl)cc2)CC3=O)C1 (stereo not drawn),-1.6
